# Bioassay records from PubChem.
# TcdB inh: inhibitors of Clostridioides difficile toxin B glycohydrolase; inhibition, % at 9.99 µM; P18177; AID 652162; 350,000 compounds, 0.24% hits; TcdB glycohydrolase enzymatic assay, plate reader; in the data active = inhibition above about 10%
# * marks the source's active call; other numbers are inactive results; & = joins results of further samples.
> CC(C)NC(=O)N(C)C[C@H]1Oc2c(NS(=O)(=O)c3ccc(Cl)cc3)cccc2C(=O)N([C@H](C)CO)C[C@@H]1C
  TcdB inh: 0.0
> C[C@@H]1CN([C@H](C)CO)C(=O)c2cc(NS(=O)(=O)c3ccccc3)ccc2O[C@@H]1CN(C)Cc1ccc(Oc2ccccc2)cc1
  TcdB inh: 0.7
> O=C(C[C@H]1C=C[C@H](NC(=O)C2CCOCC2)[C@@H](CO)O1)Nc1nccs1
  TcdB inh: 0.6
> COCC(=O)Nc1ccc2c(c1)[C@@H]1C[C@@H](CC(=O)N[C@H](C)c3ccccc3)O[C@H](CO)[C@@H]1O2
  TcdB inh: 0.3
> CNC[C@H]1Oc2ccc(NC(=O)Cn3cnnn3)cc2C(=O)N([C@@H](C)CO)C[C@@H]1C
  TcdB inh: 0.6
> CCNC(=O)[C@@H]1[C@@H](CO)[C@@H]2Cn3c(cccc3=O)[C@@H]2N1C(=O)C1CCCC1
  TcdB inh: -0.5
> CC(C)CC#Cc1ccc2c(c1)O[C@H](CN(C)C(=O)C1CCOCC1)[C@H](C)CN([C@@H](C)CO)S2(=O)=O
  TcdB inh: -5.9
> Cc1cc(C(=O)Nc2cccc3c2O[C@H](CN(C)Cc2ccc(Oc4ccccc4)cc2)[C@@H](C)CN([C@H](C)CO)C3=O)n(C)n1
  TcdB inh: 0.2
> C[C@@H]1CN([C@H](C)CO)C(=O)c2cccc(NC(=O)Nc3ccc4c(c3)OCO4)c2O[C@@H]1CN(C)Cc1ccc(Cl)c(Cl)c1
  TcdB inh: -0.6
> C[C@@H]1CCCCO[C@H](CN(C)C(=O)CCC(F)(F)F)[C@@H](C)CN([C@@H](C)CO)C(=O)c2cc(NC(=O)C3CCCCC3)ccc2O1
  TcdB inh: 0.9
> CC(C)NC(=O)N1CCCCN2[C@H](CO)[C@@H](c3ccc(C#C[C@@H](C)O)cc3)[C@H]2C1
  TcdB inh: 0.6
> CC=Cc1ccc2n(c1=O)C[C@H]1[C@H](CO)[C@@H](C(=O)NCCOC)[C@@H]2N1Cc1nccs1 (mixture of isomers)
  TcdB inh: -0.7
> C[C@@H]1CN([C@@H](C)CO)C(=O)c2cc(NC(=O)CCN3CCOCC3)ccc2O[C@H]1CN(C)Cc1ccc(Cl)c(Cl)c1
  TcdB inh: 0.1
> C/C=C/c1ccc([C@H]2[C@@H](CO)N(C(=O)CN(C)C)C23CN(C(=O)C2CCC2)C3)cc1
  TcdB inh: -0.4
> CO[C@H]1CN(C)C(=O)c2ccc(NC(=O)C3CCCCC3)cc2OC[C@@H](C)N(Cc2nccs2)C[C@H]1C
  TcdB inh: 0.4

# Exported bar-delimited: part of the list above
molecule | TcdB inh
CC(C)NC(=O)N(C)C[C@H]1Oc2c(NS(=O)(=O)c3ccc(Cl)cc3)cccc2C(=O)N([C@H](C)CO)C[C@@H]1C | 0.0
C[C@@H]1CN([C@H](C)CO)C(=O)c2cc(NS(=O)(=O)c3ccccc3)ccc2O[C@@H]1CN(C)Cc1ccc(Oc2ccccc2)cc1 | 0.7
O=C(C[C@H]1C=C[C@H](NC(=O)C2CCOCC2)[C@@H](CO)O1)Nc1nccs1 | 0.6
COCC(=O)Nc1ccc2c(c1)[C@@H]1C[C@@H](CC(=O)N[C@H](C)c3ccccc3)O[C@H](CO)[C@@H]1O2 | 0.3
CNC[C@H]1Oc2ccc(NC(=O)Cn3cnnn3)cc2C(=O)N([C@@H](C)CO)C[C@@H]1C | 0.6
CCNC(=O)[C@@H]1[C@@H](CO)[C@@H]2Cn3c(cccc3=O)[C@@H]2N1C(=O)C1CCCC1 | -0.5
CC(C)CC#Cc1ccc2c(c1)O[C@H](CN(C)C(=O)C1CCOCC1)[C@H](C)CN([C@@H](C)CO)S2(=O)=O | -5.9
Cc1cc(C(=O)Nc2cccc3c2O[C@H](CN(C)Cc2ccc(Oc4ccccc4)cc2)[C@@H](C)CN([C@H](C)CO)C3=O)n(C)n1 | 0.2
C[C@@H]1CN([C@H](C)CO)C(=O)c2cccc(NC(=O)Nc3ccc4c(c3)OCO4)c2O[C@@H]1CN(C)Cc1ccc(Cl)c(Cl)c1 | -0.6
C[C@@H]1CCCCO[C@H](CN(C)C(=O)CCC(F)(F)F)[C@@H](C)CN([C@@H](C)CO)C(=O)c2cc(NC(=O)C3CCCCC3)ccc2O1 | 0.9
CC(C)NC(=O)N1CCCCN2[C@H](CO)[C@@H](c3ccc(C#C[C@@H](C)O)cc3)[C@H]2C1 | 0.6
CC=Cc1ccc2n(c1=O)C[C@H]1[C@H](CO)[C@@H](C(=O)NCCOC)[C@@H]2N1Cc1nccs1 (mixture of isomers) | -0.7
C[C@@H]1CN([C@@H](C)CO)C(=O)c2cc(NC(=O)CCN3CCOCC3)ccc2O[C@H]1CN(C)Cc1ccc(Cl)c(Cl)c1 | 0.1
C/C=C/c1ccc([C@H]2[C@@H](CO)N(C(=O)CN(C)C)C23CN(C(=O)C2CCC2)C3)cc1 | -0.4

# Continued:
> O=C(C[C@H]1CC[C@@H]2[C@H](COC[C@@H](O)CN2C(=O)c2cccnc2)O1)NCc1ccc(-c2ccccc2)cc1
  TcdB inh: 0.9
> COc1ccc2c3c([nH]c2c1)[C@@H](CO)N(C(=O)Nc1cccc(F)c1)CC31CCN(S(=O)(=O)c2ccccc2)CC1
  TcdB inh: -0.2
> C[C@H]1CN([C@@H](C)CO)C(=O)c2cc(-c3cncnc3)cnc2O[C@H]1CN(C)C(=O)Cc1ccccn1
  TcdB inh: 0.3
> C[C@@H]1CCCCO[C@@H](CN(C)C(=O)Nc2ccc(C(F)(F)F)cc2)[C@@H](C)CN([C@H](C)CO)C(=O)c2cc(NS(C)(=O)=O)ccc2O1
  TcdB inh: 0.4
> O=C(NCC[C@H]1CC[C@@H](NS(=O)(=O)c2ccc(F)cc2)[C@H](CO)O1)c1ccc2c(c1)OCO2
  TcdB inh: 0.8
> C/C=C/c1ccc2c(c1)O[C@@H](CN(C)S(=O)(=O)c1ccccc1OC)[C@H](C)CN([C@@H](C)CO)S2(=O)=O
  TcdB inh: -2.0
> COc1ccc(C#Cc2ccc([C@H]3[C@H](CO)N4CCCCN(Cc5ccccc5F)C[C@@H]34)cc2)cc1
  TcdB inh: 0.3
> COc1ccc(CN(C)C[C@H]2Oc3c(NS(=O)(=O)c4ccc(F)cc4)cccc3C(=O)N([C@@H](C)CO)C[C@@H]2C)cc1
  TcdB inh: 0.3
> C[C@@H]1CN([C@H](C)CO)C(=O)c2cc(NS(=O)(=O)c3ccccc3)ccc2O[C@@H](C)CCCCO[C@H]1CN(C)S(=O)(=O)c1cccs1
  TcdB inh: -11.6
> COc1ccc(CN(C)C[C@H]2Oc3ccc(NC(=O)Nc4ccccc4)cc3CC(=O)N([C@H](C)CO)C[C@H]2C)cc1
  TcdB inh: -0.6
> C[C@@H]1CN([C@@H](C)CO)C(=O)c2cccc(NS(=O)(=O)c3ccccc3)c2O[C@@H]1CN(C)Cc1ccc(Cl)c(Cl)c1
  TcdB inh: -0.2
> O=C(Nc1cc(F)ccc1F)N1[C@@H]2CNC[C@H]1C2c1ccc(-c2ccc(F)cc2)cc1 (stereo partly specified)
  TcdB inh: 0.1&0.7
> O=C([C@@H]1[C@@H](CO)[C@@H]2Cn3c(ccc(C4=CCCC4)c3=O)[C@H]1N2C(=O)c1ccncc1)N1CCCCC1
  TcdB inh: -1.1
> CC=Cc1ccc2n(c1=O)C[C@H]1[C@H](CO)[C@@H](C(=O)NCC)[C@@H]2N1Cc1ccccc1 (mixture of isomers)
  TcdB inh: -0.5
> C[C@H](CO)N1C[C@H](C)[C@@H](CN(C)S(=O)(=O)c2ccc(F)cc2)OCCCC[C@H](C)Oc2ccc(NC(=O)CCC(F)(F)F)cc2C1=O
  TcdB inh: -2.4

# Part of the list above, bar-delimited:
compound | TcdB inh
C[C@H](CO)N1C[C@H](C)[C@@H](CN(C)S(=O)(=O)c2ccc(F)cc2)OCCCC[C@H](C)Oc2ccc(NC(=O)CCC(F)(F)F)cc2C1=O | -2.4
COc1ccc2c3c([nH]c2c1)[C@@H](CO)N(C(=O)Nc1cccc(F)c1)CC31CCN(S(=O)(=O)c2ccccc2)CC1 | -0.2

# Next part
> Cc1ccc(S(=O)(=O)Nc2cccc3c2O[C@@H](CN(C)Cc2ccccc2)[C@H](C)CN([C@@H](C)CO)C3=O)cc1
  TcdB inh: 0.2
> C[C@@H]1CN([C@@H](C)CO)C(=O)c2ccccc2-c2ccccc2CO[C@H]1CN(C)S(=O)(=O)c1cn(C)cn1
  TcdB inh: 1.9
> C[C@@H]1CN([C@H](C)CO)S(=O)(=O)c2ccc(C3=CCCC3)cc2O[C@@H]1CN(C)CC1CCCCC1
  TcdB inh: -1.1
> CC(C)C#Cc1cnc2c(c1)C(=O)N([C@@H](C)CO)C[C@@H](C)[C@H](CN(C)C(=O)CC1CC1)O2
  TcdB inh: -12.1
> O=C(CCN1CCCCC1)N[C@H]1CC[C@H](CCn2cc(-c3ccc(F)cc3)nn2)O[C@H]1CO
  TcdB inh: 1.0
> Cc1noc(C)c1S(=O)(=O)N(C)C[C@H]1Oc2ccc(NC(=O)Cn3cnnn3)cc2CC(=O)N([C@@H](C)CO)C[C@H]1C
  TcdB inh: 3.3
> COc1ccc(OC(=O)N(C)C[C@H]2OCc3ccccc3-c3ccccc3C(=O)N([C@H](C)CO)C[C@@H]2C)cc1
  TcdB inh: -0.4
> C[C@H](CO)N1C[C@H](C)[C@@H](CN(C)S(=O)(=O)c2cn(C)cn2)Oc2ccc(NC(=O)CCCCCC(=O)Nc3ccccc3N)cc2C1=O
  TcdB inh: -0.3
> Cc1ccc(-c2cnc3c(c2)C(=O)N([C@H](C)CO)C[C@@H](C)[C@@H](CN(C)Cc2ccccc2F)O3)cc1
  TcdB inh: -0.3
> C[C@@H]1CN([C@@H](C)CO)C(=O)c2cc(NS(=O)(=O)c3cn(C)cn3)ccc2O[C@@H]1CN(C)CC1CC1
  TcdB inh: 0.7
> CO[C@@H](CN(C)C(=O)C1CCOCC1)[C@H](C)CN(C(=O)Nc1ccc(F)cc1)[C@@H](C)CO
  TcdB inh: 1.1
> CCC(=O)N1CC2(C1)[C@@H](c1ccc(-c3ccc(C#N)cc3)cc1)[C@@H](CO)N2C(C)=O
  TcdB inh: 0.1
> C[C@H](CO)N1C[C@H](C)[C@@H](CN(C)C)OCCCC[C@H](C)Oc2ccc(NC(=O)Cc3ccccc3)cc2C1=O
  TcdB inh: -0.2
> COc1ccc(CN2C[C@H](O)COC[C@H]3O[C@H](CC(=O)NCc4ccccc4Cl)CC[C@@H]32)cc1
  TcdB inh: -0.2
> C[C@@H]1CN([C@H](C)CO)C(=O)c2cc(NC(=O)C3CCCCC3)ccc2O[C@H]1CN(C)C
  TcdB inh: -0.1
> COc1ccc(S(=O)(=O)N(C)C[C@@H]2OCCCC[C@@H](C)Oc3ccc(NC(=O)NC(C)C)cc3C(=O)N([C@H](C)CO)C[C@H]2C)cc1
  TcdB inh: 0.4
> O=C([C@H]1[C@H](CO)[C@H]2Cn3c(ccc(-c4ccncc4)c3=O)[C@@H]1N2CCC(F)(F)F)N1CCCCC1
  TcdB inh: 1.4

# The list is partial (hit frequency here may not be typical).
